# Bioassay records as filed in PubChem BioAssay.
# Rpn11 block – Rpn11 (PSMD14) deubiquitinase inhibitors, primary screen, biochemical, fluorescence polarization, uHTS; 26S proteasome non-ATPase regulatory subunit 14 (Homo sapiens), O00487; human 26S proteasome, Ub4-pepOG fluorescence polarization; 20S core pre-blocked with epoxomicin; AID 588493, 2011; calls only at 20 µM; 0.59% of 360,000 active;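 active = inhibition at 20 µM, scaled to each plate's controls, above about 33%, limit read from the data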
# SKN-1 block – suppressors of acrylamide-induced Pgst-4::GFP reporter in worms, primary screen, SKN-1 inhibitor project, whole organism, uHTS, GFP/RFP fluorescence ratio, strain VP596; C. elegans VP596 Pgst-4::GFP/RFP ratio, 24 h; inhibition, % at 21.8 µM; 0.49% of 360,000 active; AID 624304, 2012;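 active = interference check ratio from 0.5 to 1.5 plus GFP to RFP signal ratio inhibition reaching or exceeding a fixed threshold, cut at about 30% in these data, passing the limit was not always enough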; also: some compounds called inactive have numbers as strong as hits
# Neddylation inh – inhibitors of cullin neddylation, primary screen, biochemical, TR-FRET, uHTS, NAE and Ubc12; NEDD8-conjugating enzyme Ubc12 (Homo sapiens) + NEDD8-activating enzyme E1 regulatory …; calls only at 25 µM; 0.58% of 360,000 active; AID 651699, 2012; in the data active = inhibition above about 36%
# Target sequence (P61081 whole entry, looked up): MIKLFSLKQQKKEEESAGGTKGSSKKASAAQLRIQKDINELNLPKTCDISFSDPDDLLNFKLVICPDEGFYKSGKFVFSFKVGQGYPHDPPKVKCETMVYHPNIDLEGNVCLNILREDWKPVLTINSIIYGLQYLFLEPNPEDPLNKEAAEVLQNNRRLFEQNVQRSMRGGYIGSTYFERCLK
# Target sequence (Q13564 whole entry, looked up): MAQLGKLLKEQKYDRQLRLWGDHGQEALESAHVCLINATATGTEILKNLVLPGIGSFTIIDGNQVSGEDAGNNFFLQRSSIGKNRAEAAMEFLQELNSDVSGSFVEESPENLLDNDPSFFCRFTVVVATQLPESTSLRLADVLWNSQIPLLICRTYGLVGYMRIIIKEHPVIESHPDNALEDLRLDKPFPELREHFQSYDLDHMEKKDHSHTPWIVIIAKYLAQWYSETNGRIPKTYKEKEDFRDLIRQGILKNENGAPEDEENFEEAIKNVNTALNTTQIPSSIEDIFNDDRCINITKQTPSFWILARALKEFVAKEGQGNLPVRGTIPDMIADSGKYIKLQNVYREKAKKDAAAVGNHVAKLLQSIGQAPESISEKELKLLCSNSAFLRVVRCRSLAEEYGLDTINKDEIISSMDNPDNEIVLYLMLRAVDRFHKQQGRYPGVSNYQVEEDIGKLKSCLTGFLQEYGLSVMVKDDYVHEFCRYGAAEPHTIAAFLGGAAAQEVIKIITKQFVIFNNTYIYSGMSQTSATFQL
# CSN inh – inhibitors of CSN-mediated cullin deneddylation, primary screen, biochemical, fluorescence polarization, uHTS; 0.38% of 360,000 active; inhibition, % at 12.5 µM; Purified CSN, SCF-Nedd8-OG deneddylation; COP9 signalosome complex subunit 5 (Homo sapiens), Q92905;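 active = pattern-corrected inhibition above about 35%, with an unprinted fluorescence ratio check between 0.5 and 1.5, limit read from the data, passing the limit was not always enough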;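 also: 0% = enzyme with substrate and 100% = substrate without enzyme; some results filed as inactive read as strong as hits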
# Target sequence (Q92905 whole entry, looked up, one chain of several): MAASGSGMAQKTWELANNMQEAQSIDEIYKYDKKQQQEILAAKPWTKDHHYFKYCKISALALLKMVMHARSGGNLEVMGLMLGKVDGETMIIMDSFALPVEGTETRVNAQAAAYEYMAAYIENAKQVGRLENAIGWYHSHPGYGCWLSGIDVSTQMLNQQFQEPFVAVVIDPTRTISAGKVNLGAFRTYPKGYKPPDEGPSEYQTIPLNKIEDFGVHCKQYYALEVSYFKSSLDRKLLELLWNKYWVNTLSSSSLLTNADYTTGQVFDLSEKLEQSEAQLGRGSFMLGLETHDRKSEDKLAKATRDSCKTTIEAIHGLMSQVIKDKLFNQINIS
#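 Assay system: HEK293T-derived human Csn5 enzyme; quantity: 0.24 nM enzyme; medium: Tris/NaCl/DTT buffer, pH 7.5; also added: substrate SCFSkp2-Nedd8OG, 10 nM; doses: 12.5 µM compound; schedule: 90 min reaction at room temperature; signal: FP; read-out: % inhibition of substrate cleavage by Csn5; benchmarks: substrate-only high control, full reaction low control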
# NadD inh – inhibitors of S. aureus NadD, primary screen, biochemical, colorimetric, uHTS | purified NadD enzyme, colorimetric absorbance read-out | Nicotinate-nucleotide adenylyltransferase NadD (Staphylococcus aureus N315) | 0.78% of 360,000 active | inhibition, % at 20 µM; in the data active = inhibition above about 26%; also: some compounds past the cut are filed as inactive
# MLLE-PAM2 inh – inhibitors of PABP1 MLLE–PAM2 peptide binding, primary screen, biochemical, fluorescence polarization, FITC-PAM2, GST-MLLE; 0.36% of 360,000 active; Polyadenylate-binding protein 1 (Homo sapiens), P11940; inhibition, % at 20 µM; AID 588489, 2011; in the data active = inhibition above about 35%, passing the limit was not always enough;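 also: plate controls were DMSO wells with GST-MLLE for no effect and wells lacking GST-MLLE protein for full effect; some results filed as inactive read as strong as hits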
# MT1-MMP act inh – blockers of MT1-MMP proenzyme processing, primary screen, HT1080 RFP-PRO-GFP cells, GFP/RFP fluorescence | 0.061% of 360,000 active | GFP/RFP ratio fluorescence, overnight; percent of plate control window, DMSO zero | Matrix metalloproteinase-14 (Homo sapiens), P50281 | GFP/RFP ratio change, % at 20 µM;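 active = GFP/RFP ratio change of at least 30% with cell ATP level not reduced by more than half and red fluorescence within 50% of control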; also: strong numbers were not always called active
#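 Material – HT1080 RFP-PRO-GFP cells · Control set – DMSO wells and RFP-L50D-GFP cells · Incubation – overnight cell settling, then overnight compound exposure, 37 °C, 5% CO2 · Compound dosing – single-point 20 µM compound, 1% DMSO · Read-out – GFP/RFP fluorescence ratio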
# FAS-TE inh – FAS thioesterase domain inhibitors, primary screen, biochemical, fluorescence intensity, uHTS; recombinant FAS-TE, OMFH fluorogenic substrate, fluorescence endpoint; AID 602261, 2012; Fatty acid synthase (Homo sapiens), P49327; inhibition, % at 15 µM; 0.67% of 360,000 active;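 active = compounds whose normalised, plate-corrected inhibition of enzyme fluorescence in the single-dose primary screen is 50% or more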;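 also: 0% = DMSO with enzyme and 100% = substrate without enzyme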
# Rin1-Abl PPI inh – inhibitors of Rin1-Abl protein binding, primary screen, biochemical, TR-FRET | Tyrosine-protein kinase ABL1 (Homo sapiens) + Ras and Rab interactor 1 (Homo sapiens), … | inhibition, % at 7.35 µM | 0.4% of 360,000 active | AID 588664, 2011; in the data active = inhibition above about 5%, passing the limit was not always enough
# Starred values were filed as active, the others as inactive; i = inactive; nt = no result given; + = active, no number.
SMILES,Rpn11 block,SKN-1 block,Neddylation inh,CSN inh,NadD inh,MLLE-PAM2 inh,MT1-MMP act inh,FAS-TE inh,Rin1-Abl PPI inh
CC(C)SCC(=O)Nc1ncc2c(n1)-c1ccccc1CC2,i,10,i,2,2,-33,-4,-3,0
CCOC(=O)c1cnc(SCC(=O)N2CCN(C(=O)c3ccco3)CC2)nc1N,i,-8,i,-4,2,-8,12,-2,2
O=C(CCC(=O)c1cccs1)OCC(=O)c1ccccc1,i,2,i,1,0,-7,8,2,2
Cc1cc(NC(=S)N(CCCN2CCOCC2)Cc2ccco2)ccc1Cl,i,7,i,1,-6,-81,2,20,4
O=C1CCc2nc3ccccc3c(=O)n2N1,i,13,i,-5,2,3,2,-8,3
COc1ccc(C(C)(C)C)cc1S(=O)(=O)N1CCC(C(N)=O)CC1,i,10,i,-3,1,-17,-1,6,-2
c1ccc(C2=Nn3c(nnc3-c3ccco3)SC2)cc1,i,2,i,-4,2,25,5,-5,6
Clc1ccccc1C=NNc1ccccn1,i,-6,i,-3,-2,4,1,-3,2
CCSc1nc2c(c(=O)[nH]1)C(c1ccccn1)C1=C(CC(C)(C)CC1=O)N2 (stereo not drawn),i,-7,nt,5,-7,-6,1,-7,-3
Cc1cccc(NC(=O)CN2CCN(CC(=O)NCC3(N4CCCCC4)CCCCC3)CC2)c1C,i,13,i,-1,-3,2,-4,-3,2
CC1(C)CC(=O)CC(C)(C)N1OC(=O)c1ccccn1,i,10,i,3,0,12,0,-6,1
COc1cccc(CNCc2ccc(OC)cc2OC)c1,i,-12,i,4,4,-3,-2,-4,1
Cc1cc(N2C(=O)c3ccc(C(=O)Nc4ccc(O)cc4C(=O)O)cc3C2=O)no1,i,10,i,1,-2,-3,2,-4,0
CC1=C/C(=C(/c2cc(C)c(O)c(Br)c2)c2ccccc2S(=O)(=O)O)C=C(Br)C1=O,i,51*,i,-2,-7,28,63*,6,4
O=C(Cc1ccc([N+](=O)[O-])cc1)Nc1ccc(O)cc1C(=O)O,i,-4,i,-5,0,7,2,-6,-1
Cc1ccc(C(=O)OCC(=O)NCCNC(=O)COC(=O)c2ccc(C)s2)s1,i,18,i,0,1,13,-1,-5,1
O=C(Cc1ccccc1)N(c1ccc(F)cc1)C1C=CS(=O)(=O)C1 (stereo not drawn),i,-5,i,-2,-2,5,-5,-6,-2
O=C(CN1C(=O)NC(Cc2c[nH]c3ccccc23)C1=O)Nc1cccc(S(=O)(=O)N2CCCCCC2)c1 (stereo not drawn),i,8,i,-9,12,-18,3,4,-3
O=C(Cn1c(=O)oc2cc(S(=O)(=O)N3CCCC3)ccc21)NC1CCCCC1,i,2,i,-2,-3,8,-4,-4,1
O=C(CCSCCC(=O)NCc1cccs1)NCc1cccs1,i,-5,i,-4,-3,15,0,-5,-1
COc1ccc(C(=O)OCC(=O)c2c[nH]c3ccccc23)c(OC)c1,i,-24,i,-1,-4,-5,14,4,2
N#Cc1c(F)cccc1N1CCN(Cc2ccc3c(c2)OCO3)CC1,i,-11,i,3,0,7,-6,25,-3
CN(Cc1ccc(F)cc1)C(=O)c1cccc(OC2CCN(C3CCCC3)CC2)c1,i,-2,i,5,-5,5,-5,-4,0
c1cc2c(cc1-c1[nH]ncc1CN1CC3C[C@@H]4CC1C[C@H](C3)C4)OCO2,i,2,i,0,-5,-18,5,1,5
COc1ccc(C(=O)OCC(=O)NC2CC2)cc1OC,i,6,i,0,-2,0,1,-5,1
CCCCC(CC)C(=O)NCCc1ccc(S(N)(=O)=O)cc1 (stereo not drawn),i,-8,i,0,-1,4,2,-4,-2
CN(C)c1ccc(NC(=S)c2ccccn2)cc1,i,14,i,-1,2,24,8,26,0
CC(=O)C1=C(C)OC(N)=C(C#N)C1c1cc2cc(C)c(C)cc2nc1Cl (stereo not drawn),i,3,i,1,4,29,-4,-5,3
Cc1ccc(C(O)c2ncc(-c3ccc(C(F)(F)F)cc3)[nH]2)cc1F (stereo not drawn),i,0,i,-11,-6,2,2,15,3
CCn1cc(C(=O)N2CCCC2)c(=O)c2cc(S(=O)(=O)N3CCC(C)CC3)ccc21,i,-9,i,-2,-2,-5,3,-9,0

# Single records, as listed above. Order of values: Rpn11 block | SKN-1 block | Neddylation inh | CSN inh | NadD inh | MLLE-PAM2 inh | MT1-MMP act inh | FAS-TE inh | Rin1-Abl PPI inh
# Listed for `O=C(Cc1ccccc1)N(c1ccc(F)cc1)C1C=CS(=O)(=O)C1` (stereo not drawn) → i | -5 | i | -2 | -2 | 5 | -5 | -6 | -2
# Listed for `Cc1ccc(C(O)c2ncc(-c3ccc(C(F)(F)F)cc3)[nH]2)cc1F` (stereo not drawn) → i | 0 | i | -11 | -6 | 2 | 2 | 15 | 3
# Listed for `c1cc2c(cc1-c1[nH]ncc1CN1CC3C[C@@H]4CC1C[C@H](C3)C4)OCO2` → i | 2 | i | 0 | -5 | -18 | 5 | 1 | 5

# Remaining list, next part.
SMILES,Rpn11 block,SKN-1 block,Neddylation inh,CSN inh,NadD inh,MLLE-PAM2 inh,MT1-MMP act inh,FAS-TE inh,Rin1-Abl PPI inh
O=C(NCCc1ccccc1)C1CCN(C(=O)N2CCOc3ccccc32)CC1,i,1,i,2,-2,-10,6,-3,1
CC(=O)NCCSCCNC(C)=O,i,7,i,3,-4,5,6,-7,0
CCOc1cc(C(=O)NN=C2CCCC2)cc(OCC)c1OCC,i,12,i,-1,-10,-3,-2,-3,0
Cc1ccc(CN2CCN(Cc3ccccc3)C(CCO)C2)s1 (stereo not drawn),i,10,i,1,0,5,-3,-8,5
c1ccc2c(C(c3nnnn3-c3ccc4c(c3)OCCO4)N3CCOCC3)ccnc2c1 (stereo not drawn),nt,4,i,-2,0,nt,3,-10,nt
CC(=O)Oc1ccc(NC(=O)C2CCCCC2)c(C(=O)O)c1,i,-8,i,-2,3,24,3,-10,1
c1ccc(Cn2c(SCc3nc4ccccc4s3)nnc2-c2ccco2)cc1,+,14,i,45*,29,-76,-11,0,2
O=C(c1cc(-c2cccs2)on1)N1CCCCC1,i,10,i,-1,-5,1,3,-2,-1
Cc1cc(C)nc(NC(=O)c2cc(-c3ccc(C)s3)nc3ccccc23)c1,i,6,nt,6,3,-4,-4,19,-1
O=c1[nH][nH]c(-c2ccccc2)c1-c1ccccc1,i,10,i,-1,2,-6,0,-4,-1
O=C(/C(=C/O)N=Nc1cccc(C(F)(F)F)c1)c1ccccc1,i,7,i,-8,1,24,1,7,-1
Cc1ccc(-c2[nH]c(-c3ccc(Cl)cc3)nc2SCC(=O)NCC2CCCO2)cc1 (stereo not drawn),i,-14,i,-1,-4,-2,-9,-1,1
O=C(O)c1ccc(N2N=C(c3ccccc3)CC2c2ccccc2)cc1 (stereo not drawn),i,13,i,-4,-4,-3,6,9,-2
O=C(COC(=O)c1cc(S(=O)(=O)N2CCOCC2)ccc1F)Nc1ccc(Cl)cn1,i,1,i,-2,5,-56,-5,2,-2
CCOc1ccc(NC(=O)CN(C)C(=O)C2CCN(c3ncnc4sc(C)c(C)c34)CC2)cc1OCC,i,4,i,6,2,2,-5,6,3
COc1ccc(OC)c(NC(=O)Nc2nc(C(N)c3ccccc3Cl)cs2)c1 (stereo not drawn),i,3,i,-2,12,-2,-1,-9,-1
CCOC(=O)c1cccc(NS(=O)(=O)c2c(C(=O)N3CCCCCC3)c(C)n(C)c2C)c1,i,8,i,-1,-2,-2,0,3,0
CC1(C)C(c2ccccc2)=NC(c2ccccc2)N1O (stereo not drawn),i,-10,i,-5,-3,-4,1,5,3
Cc1ccc(NC(=O)CN(C)C(=O)/C=C/c2ccc3c(c2)OCO3)cc1,i,5,i,2,-5,-14,-2,14,1
Cc1ccc(C(=O)NCCCN2CCOCC2)c(Cl)c1,i,9,i,-3,1,-12,0,-1,3
C/C(N)=C(/C#N)C(=O)CSc1nc2scc(-c3ccccc3)c2c(=O)n1C,i,11,i,1,-6,-32,-12,9,-4
COc1ccc(C(=O)Oc2cc3c4c(c2)C(C)=CC(C)(C)N4C(=O)C3=O)cc1OC,i,-10,i,0,-1,3,-4,23,1
COc1cccc(C(=O)N2N=C(c3ccccc3)CC2(O)C(F)(F)F)c1 (stereo not drawn),i,3,i,-2,-10,-6,2,20,-1
O=c1c2ccccc2nc2n1CCS2,i,18,i,-4,-7,6,0,-8,1
CC(/C=N/NC(=O)c1cc(-c2cccn2C)n[nH]1)=C\c1ccccc1,i,9,i,6,8,-14,13,6,-1
O=C(C1CCN(S(=O)(=O)N2CCC3(CC2)OCCO3)CC1)N1CCN(Cc2ccccc2)CC1,i,5,i,5,9,-1,1,-3,5
O=C(NCCCn1cccn1)c1cc(COc2ccccc2)on1,i,-2,i,-1,0,-5,1,1,-4
CCCCOC(=O)c1cc(-c2ccc(/C=N/n3cnnc3)o2)ccc1Cl,i,12,nt,0,3,-6,-1,40,-6
O=C(NCC1CCCCC1)c1cccnc1,i,-9,i,4,-1,1,0,-2,5
CCN(CC)C(=O)COc1ccc(/C=N/NC(=O)c2cc(-c3ccccc3OC)nc3ccccc23)cc1OC,i,1,nt,-1,5,0,1,12,-1
N#CC12C(N)=NC3(OCCO3)C1(C#N)C1=C(CCC1)NC2c1ccccc1 (stereo not drawn),i,8,i,-4,1,12,-8,-9,0
COC(=O)c1c(NC(=O)CCCC(=O)O)sc2c1CCCCC2,i,-1,i,3,3,25,-1,-8,-1
CC1(C)C=Cc2c(c3ccccc3[nH]c2=O)O1,i,0,i,4,-4,4,-3,-1,3
CN1C(=O)C2C3c4ccccc4C(c4ccccc43)[C@@H]2C1=O (stereo partly drawn),i,3,i,-3,-4,8,-3,-3,3
CCOC1CCc2c(C)nc(N)nc2S1 (stereo not drawn),i,8,i,2,-3,2,2,-9,1
O=C(CN(Cc1ccccc1)S(=O)(=O)c1ccc(S(=O)(=O)N2CCOCC2)cc1)Nc1ccccc1,i,-2,i,0,7,-4,0,-8,-3
O=C1NC[C@@H](CCCCN2C[C@H](Cc3ccc(O)cc3)N(CCc3ccccc3)C(=O)C2=O)N(CCc2ccc(O)cc2)C1=O,nt,-9,i,-6,4,nt,0,-11,nt
COc1ccccc1/C=N/NC(=O)CC(=O)NCc1ccccc1,i,2,i,-17,3,2,0,-4,4
O=C(CSc1n[nH]c(-c2ccccc2Br)n1)NCCN1C(=O)CSC1=O,i,-1,i,0,-3,-2,2,-9,1
S=C(NCc1ccncc1)Nc1ccc(Br)cc1,i,7,i,-3,-3,0,4,0,-1
Cc1c(C)n(CC(O)CN2CCCCC2)c2ccccc12 (stereo not drawn),i,-11,i,-4,-3,-19,4,-9,-2
O=S(=O)(Nc1cccc(CCc2ccccn2)c1)c1ccc(Cl)cc1,i,1,i,2,-6,1,1,11,2
